# High-throughput results deposited in PubChem BioAssay by National Center for Advancing Translational Sciences (NCATS).
# PTAP TSG101 blk: qHTS Assay for Iinhibitors of HIV-1 Budding by Blocking the Interaction of PTAP/TSG101. Tumor susceptibility gene 101 protein (Homo sapiens), Q99816. Fluorescence polarization, FITC-PTAP peptide / Tsg101 binding. Potency, µM (highest dose often 115 µM), inactives show at the highest dose activity change, negative = inhibition, most hits filed as inhibitors. 340,000 tested, under 10 active. AID 493005, 2010; active = well fitted inhibition curve with a large enough effect in the main read-out, with a control signal flat, not every such curve was filed as active; inconclusive = small, poorly fitted or top-dose-only effect, or effect the other way, or a change in a side signal; inactive = no such curve, though single readings can be large or run the other way; also: potency is read from the fitted curve at half-maximal effect; % of control where 0% means no effect
# Target sequence (Q99816 whole entry, looked up): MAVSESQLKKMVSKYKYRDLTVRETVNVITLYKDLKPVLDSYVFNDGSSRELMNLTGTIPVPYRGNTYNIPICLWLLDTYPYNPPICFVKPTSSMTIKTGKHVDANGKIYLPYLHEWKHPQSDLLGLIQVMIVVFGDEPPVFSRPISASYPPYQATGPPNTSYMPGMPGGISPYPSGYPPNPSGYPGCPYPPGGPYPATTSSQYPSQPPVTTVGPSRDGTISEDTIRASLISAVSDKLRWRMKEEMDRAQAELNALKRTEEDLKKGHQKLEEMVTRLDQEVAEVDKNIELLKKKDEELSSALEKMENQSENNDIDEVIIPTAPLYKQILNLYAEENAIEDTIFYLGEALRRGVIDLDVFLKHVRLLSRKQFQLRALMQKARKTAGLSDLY
#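 Tsg101 binding domain (10 uM final) was mixed with compound and a FITC-labeled PTAP peptide (50 nM final) in HEPES pH 7.5 buffer with NaCl, Tween 20, EDTA and TCEP; fluorescence polarization was read after 20 min at r.t.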
# ELG1 DNA repair: qHTS screen for small molecules that inhibit ELG1-dependent DNA repair in human embryonic kidney (HEK293T) cells expressing luciferase-tagged ELG1; HEK293T ELG1-luciferase reporter, luminescence, 16 h; DNA damage induced by 5-fluorouridine; 2.3% of 330,000 active; Potency, µM (titrated, usually from 46.1 µM), without a hit: at the top dose activity change, negative = inhibition, usual class: inhibitors; also: potency is read from the fitted curve at half-maximal effect; % is scaled to controls: 0 for no effect and ±100 for the full control effect; nearly all actives have a fitted effect of over 55% in size
#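 Reporter activity after DNA damage by 5-fluorouridine is monitored. Compound-treated cells incubate 16 hr at 37 °C, then ONE-Glo is added for 30 min before luminescence reading.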
# B2AR arrestin: qHTS assay of beta-arrestin-biased ligands of beta2-adrenergic receptor | Beta-2 adrenergic receptor (Homo sapiens), P07550 | beta-arrestin recruitment to beta2AR, cell-based reporter | Potency, µM (doses to about 46.1 µM), for inactives: top-dose activation, most hits filed as activators | 0.02% of 330,000 active | AID 492947, 2010;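 also: potency is read from the fitted curve at half-maximal effect; 0% = DMSO controls and full agonism = EC100 isoproterenol or metaproterenol; nearly all actives have a fitted effect of over 65% in size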
# USP2a inh: qHTS Assay for Inhibitors of Ubiquitin-specific Protease USP2a Using CHOP2 as the Reporter; Ubiquitin carboxyl-terminal hydrolase 2 (Homo sapiens), O75604; USP2 core, Ub-CHOP2 coupled fluorogenic reporter, 485/531; Potency, µM (titrated, usually from 38.3 µM), for inactives: at the top dose activity change, negative = inhibition, most hits filed as inhibitors; 0.01% of 330,000 active;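 also: potency is read from the fitted curve at half-maximal effect; plate controls were DMSO wells for no effect and full inhibition by NEM control for full effect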
# Target sequence (O75604 whole entry, looked up): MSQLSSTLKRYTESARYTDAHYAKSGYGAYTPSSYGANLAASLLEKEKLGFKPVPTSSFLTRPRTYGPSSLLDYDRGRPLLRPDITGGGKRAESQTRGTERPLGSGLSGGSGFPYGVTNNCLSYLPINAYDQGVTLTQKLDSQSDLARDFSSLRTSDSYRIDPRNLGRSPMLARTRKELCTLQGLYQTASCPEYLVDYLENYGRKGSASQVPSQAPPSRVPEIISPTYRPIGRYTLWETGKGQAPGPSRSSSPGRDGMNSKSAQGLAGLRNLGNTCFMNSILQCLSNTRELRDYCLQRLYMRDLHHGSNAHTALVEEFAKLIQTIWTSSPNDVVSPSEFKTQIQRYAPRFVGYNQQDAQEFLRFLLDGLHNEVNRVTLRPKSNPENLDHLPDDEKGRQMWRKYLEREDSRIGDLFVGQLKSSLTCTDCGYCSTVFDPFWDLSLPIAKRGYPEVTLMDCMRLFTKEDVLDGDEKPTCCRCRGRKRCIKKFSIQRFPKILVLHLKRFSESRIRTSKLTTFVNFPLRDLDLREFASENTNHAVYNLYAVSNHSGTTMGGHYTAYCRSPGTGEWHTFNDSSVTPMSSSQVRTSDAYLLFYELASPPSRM
#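 USP2 core (10nM final) preincubated 30min RT with compound in 20mM Tris-HCl pH 8.0, 2mM CaCl2, 2mM beta-mercaptoethanol, 0.05% CHAPS; 25nM Ub-CHOP2 plus 25nM reporter substrate added, fluorescence (Ex485/Em531) read after 60min.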
# Tb PFK inh: qHTS Assay to Find Inhibitors of T. brucei phosphofructokinase. T. brucei PFK, ADP-Glo luminescence. 0.17% of 330,000 active. Potency, µM (titrated, usually from 57.5 µM), without a hit: top-dose activity, negative = inhibition, usual class: inhibitors. ATP-dependent 6-phosphofructokinase (Trypanosoma brucei brucei), O15648. AID 485367, 2010;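 also: potency is read from the fitted curve at half-maximal effect; 0% = uninhibited 1x PFK enzyme wells and -100% = no-enzyme wells; nearly all actives have a fitted effect of over 60% in size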
#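 Luminescent ADP detection (ADP-Glo, two-step: ATP depletion then ADP-to-ATP conversion for luciferase) reported PFK activity after 45 min room-temperature reaction of 1.25 nM enzyme with 0.5 mM F6P and 0.1 mM ATP at pH 8.0.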
# TSHR antagonist: Antagonists of the Thyroid Stimulating Hormone Receptor: HTS campaign; activity change, negative = inhibition, % at 11.5 µM; AID 504810, 2011; TSHR-expressing cells, TSH-stimulated cAMP HTRF, 2 h; stronger effect = lower value; 0.2% of 330,000 active;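 active = activity change below a set negative limit, meaning inhibition stronger than a set level, cut at about -70% in these data; inconclusive = activity change between two set negative limits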; also: % is scaled to controls: 0 for no effect and ±100 for the full control effect
#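 Inhibition of cAMP made by TSHR-expressing cells under TSH stimulation (4nM final, EC80; 2 h, 37 deg C) is quantified with a one-step lysis HTRF kit, anti-cAMP cryptate versus cAMP-d2.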
# uPA generation: qHTS for Inhibitors of Cell Surface uPA Generation. cell surface uPA generation assay, qHTS. Potency, µM (doses to about 38.3 µM), without a hit: top-dose activity change, negative = inhibition, most hits filed as inhibitors. 0.31% of 330,000 active. AID 540303, 2011; active = well fitted inhibition curve with a large enough effect; inconclusive = small, poorly fitted or top-dose-only effect; inactive = no such curve, though single readings can be large or run the other way; tested in mouse RAW 264.7 cells; also: potency is read from the fitted curve at half-maximal effect; % is scaled to controls: 0 for no effect and ±100 for the full control effect; nearly all actives have a fitted effect of over 55% in size
# Chronic BCR inh: qHTS Assay to Find Inhibitors of Chronic Active B-Cell Receptor Signaling | ABC-DLBCL IkBa-CBG/CBR reporter, luminescence ratio, 4 h | Potency, µM (titrated, usually from 46.1 µM), without a hit: top-dose ratio change, negative = lower green/red ratio, actives largely listed as inhibitors | 0.05% of 340,000 active | AID 493014, 2011; active = well fitted inhibition curve with a large enough effect in the signal ratio, with a control signal flat, not every such curve was filed as active; inconclusive = small, poorly fitted or top-dose-only effect, or effect the other way, or a change in a side signal; the % refers to the signal ratio;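 also: potency is read from the fitted curve at half-maximal effect; plate controls were basal doxycycline-induced cells for no effect and cells given 10 µM MG132 for full effect; MG132 reads +100%, hits lower the ratio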
#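 Cell line TMD8 (human ABC DLBCL), stably expressing tet-inducible CBG68-IkBa fusion and CBR; IMDM/0.5% FBS; cpd up to 46 uM; dox induction, 4 h, 37C/5% CO2; dual luminescence; green/red ratio; MG132 control.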
# TCR activator: Activators of T cell receptors: qHTS campaign; primary human leukocytes, anti-CD3, IL-2 HTRF, 48 h; Potency, µM (top dose mostly 9.22 µM), for the others: at the top dose activation of IL-2 secretion, usual class: activators; 330,000 tested, under 10 active; AID 504894, 2011; also: % of control where 0% means no effect
#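 HTRF read-out of IL-2 secretion: europium cryptate donor excited at 320nm, d2 acceptor emission at 665nm. Cells were primary human leukocytes incubated 48 hr with compounds and a-CD3 beads, supplying TCR signal only.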
# Mito fusion yeast: qHTS Assay for Small Molecule Inhibitors of Mitochondrial Division or Activators of Mitochondrial Fusion; Potency, µM (doses to about 46.1 µM), for inactives: at the top dose growth rescue (activation), usual class: activators; 0.23% of 320,000 active; S. cerevisiae fusion-defective mutant growth rescue, CellTiterGlo 48 h;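 also: potency is read from the fitted curve at half-maximal effect; % of control where 0% means no effect; nearly all actives have a fitted effect of over 45% in size; temperature-sensitive fusion mutants such as fzo1-1 at 37 °C on non-fermentable ethanol glycerol medium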
#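 Luminescent cell viability in 1536-well qHTS format served as the measure of rescued growth in ts fusion-mutant S. cerevisiae cultured on non-fermentable YPEG for 48 hours at 37C.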
# Eya2 phos inh: qHTS Assay for Inhibitors of the Phosphatase Activity of Eya2. Protein phosphatase EYA2 (Homo sapiens), O00167. Potency, µM (titrated, usually from 76.9 µM), inactives show at the top dose activity, negative = inhibition, actives largely listed as inhibitors. 0.006% of 330,000 active. recombinant Eya2, OMFP fluorescence dephosphorylation (OMFP is methylfluorescein phosphate); also: potency is read from the fitted curve at half-maximal effect; % is scaled to controls: 0 for no effect and ±100 for the full control effect
#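 Eya2 protein (added as 0.2 uM solution) was preincubated with compound for 10 min at ambient temperature in 50 mM HEPES pH 7.5, 50 mM NaCl, 5 uM MgCl2, 0.05% BSA, 1 mM DTT. OMFP (added at 50 uM) then reacted 10 min; fluorescence read at 485/525 nm.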
# Active calls of the source: *; ? = inconclusive; nt = no result given; [ ] = another dose, or the depositor's remark. Unless noted, calls follow the shape of the dose curve; as a rule, active = well fitted curve in the direction sought with a large enough effect; inconclusive = small, poorly fitted or top-dose-only effect, or another doubt; inactive = no such curve, though single readings can be large; an effect the other way counts as inactive or inconclusive.
SMILES,PTAP TSG101 blk,ELG1 DNA repair,B2AR arrestin,USP2a inh,Tb PFK inh,TSHR antagonist,uPA generation,Chronic BCR inh,TCR activator,Mito fusion yeast,Eya2 phos inh
O=C(O)CN1C(=O)NC2(CCc3ccccc32)C1=O (configuration not stated),-1%,3%,-0.1%,-1%,-3%,-13,2%,-2%,-2%,1%,0%
O=C(O)Cn1c(COc2ccc(Cl)cc2)nc2ccccc21,-8%,-4%,-0.2%,1%,0%,8,-19%,19%,-79%,-2%,16%
COc1cc(NC(=O)COC(=O)[C@@H]2CCCN2S(=O)(=O)c2ccc(Cl)cc2)cc(OC)c1OC,-4%,-19%,0.0%,-4%,-3%,2,-1%,?,-3%,1%,12%
N#C/C(=C(/O)CN1C(=O)c2ccccc2C1=O)c1nc2ccccc2[nH]1,-4%,2%,-1.0%,-1%,1%,2,3%,1%,-1%,-1%,8%
Cc1ccc(N2CCN(C(=O)N3CCCC3)CC2)cc1Cl,nt,-6%,0.2%,3%,-9%,-1,-8%,?,nt,-7%,-3%
O=C1c2ccccc2C(=O)N1C/C=C/CN1C(=O)c2ccccc2C1=O,nt,?,-0.2%,-1%,-3%,-6,nt,-6%,nt,-2%,16%
COC(=O)C1=C(C)NC(C)=C(C(=O)OCC2CCCO2)C1c1cccc(Br)c1 (configuration not stated),-4%,?,-0.4%,-15%,1%,30,14%,?,-53%,-2%,-9%
Cc1ccc(S(=O)(=O)NC(=NC(C)C)c2ccccc2)cc1,-10%,3%,-1.0%,-10%,0%,9,7%,-7%,3%,6%,-5%
O=C(Nc1cc(F)ccc1F)c1ccc(-n2cncn2)c([N+](=O)[O-])c1,-4%,-1%,0.0%,1%,-1%,nt,-2%,-12%,2%,-2%,7%
CCCN1CCC(N2CCN(c3cccc(C(F)(F)F)c3)CC2)CC1,-5%,-1%,0.0%,4%,-3%,6,nt,?,8%,10%,0%

# Three records drawn at random from those above, as already listed:
SMILES,PTAP TSG101 blk,ELG1 DNA repair,B2AR arrestin,USP2a inh,Tb PFK inh,TSHR antagonist,uPA generation,Chronic BCR inh,TCR activator,Mito fusion yeast,Eya2 phos inh
O=C1c2ccccc2C(=O)N1C/C=C/CN1C(=O)c2ccccc2C1=O,nt,?,-0.2%,-1%,-3%,-6,nt,-6%,nt,-2%,16%
O=C(O)CN1C(=O)NC2(CCc3ccccc32)C1=O (configuration not stated),-1%,3%,-0.1%,-1%,-3%,-13,2%,-2%,-2%,1%,0%
Cc1ccc(N2CCN(C(=O)N3CCCC3)CC2)cc1Cl,nt,-6%,0.2%,3%,-9%,-1,-8%,?,nt,-7%,-3%

# Next part:
SMILES,PTAP TSG101 blk,ELG1 DNA repair,B2AR arrestin,USP2a inh,Tb PFK inh,TSHR antagonist,uPA generation,Chronic BCR inh,TCR activator,Mito fusion yeast,Eya2 phos inh
COc1cc(C)c(C)cc1S(=O)(=O)N1CCN(Cc2ccccc2)CC1,-12%,13%,-0.2%,2%,4%,8,-7%,-1%,-6%,1%,18%
CSc1nc(Cl)c(Cc2ccc(OC(C)C)cc2)c(N2CCOCC2)n1,2%,?,-0.2%,-2%,-1%,-3,11%,16%,-1%,0%,5%
COc1cccc(N2CC(NS(=O)(=O)c3ccc4ccccc4c3)CC2=O)c1 (configuration not stated),-3%,-3%,0.3%,-1%,0%,1,-2%,?,0%,-18%,8%
COC(=O)CN(Cc1ccco1)S(=O)(=O)c1ccccc1,-3%,11%,0.2%,1%,0%,17,-9%,8%,3%,-3%,6%
COc1ccccc1N1CC(C)C(=O)NC1=S (configuration not stated),-1%,4%,-1.1%,0%,-21%,-3,-1%,1%,-3%[46.1 µM],-2%,-9%
CN1CCN(c2nc(-c3cccnc3)nc3scc(-c4ccccc4)c23)CC1,1%,-5%,0.0%,-1%,0%,-13,-8%,?,-1%,1%,-14%
CC(C)=CCCC1=CCC(/C=N/NC(N)=O)C(C)C1 (configuration not stated),-4%,-2%,0.4%,1%,13%,13,0%,?,1%[46.1 µM],5%,-4%
CCOC(=O)N1CCN(c2ncnc3c2oc2nc(C)c4c(c23)CC(C)(C)OC4)CC1,nt,-7%,-0.9%,3%,4%,-9,nt,0%,nt,-2%,-2%
COc1ccc(C2CC(=O)C=C(NCc3ccccc3)C2)cc1 (configuration not stated),-2%,-16%,0.1%,2%,1%,-5,?,?,-3%,-1%,-1%
C[C@@H](C(=O)O)[C@@H]1C[C@@]1(C)[C@@H](NC(=O)OCc1ccccc1)c1ccccc1,-3%,5%,-0.1%,3%,0%,-8,8%,3%,-26%,-5%,2%
CCCS(=O)(=O)N1CCCC(C(=O)N2CCC(Cc3ccccc3)CC2)C1 (configuration not stated),-7%,-19%,-0.2%,4%,-4%,-5,-8%,-3%,1%,-1%,-23%
CC[C@]12c3[nH]c4ccc(Cl)cc4c3CCN1C(=O)[C@@H](CC(=O)NC/C=C(\C)CCC=C(C)C)C[C@@H]2C(=O)N1CCN(C(=O)C2CC2)CC1,1%,?,-0.8%,-2%,-2%,-15,?,?,2%[46.1 µM],nt,-13%
Cc1ccc(NC(=O)NC(=O)CN2CCC(C(N)=O)CC2)c(C)c1,-1%,?,-0.2%,2%,0%,0,-7%,6%,-4%,-2%,-13%
COc1ccc(OC)c2sc(N(CCN(C)C)C(=O)c3ccc4ccccc4c3)nc12,2%,13%,0.2%,2%,-13%,16,2%,-18%,1%,4%,11%
COc1ccccc1CCC(=O)NCCCn1ccc2ccccc21,-8%,-29%,0.1%,-2%,-19%,54,2%,-1%,0%,-20%,7%
CC(=O)O[C@H]1CC[C@@]2(C)[C@@H](CC[C@H]3[C@@H]4CC[C@H](C(C)O)[C@@]4(C)CC(=O)[C@@H]32)C1 (some centres not stated),-4%,2%,-1.2%,2%,-2%,-3,-4%,3%,7%,4%,-1%
C[C@H](N)c1nnc(SCc2c(Cl)cccc2Cl)o1,0%,?,-0.1%,-2%,-1%,19,-5%,13%,6%,-2%,-28%
COc1cccc(CNc2ccc3[nH]c(=O)[nH]c3c2)c1OCc1ccccc1F,1%,9.2µM*,-0.2%,1%,-3%,20,?,-9%,-3%,2%,4%
O=C(Nc1ccc(-c2nnn(CC(=O)N3CCN(C(=O)c4ccco4)CC3)n2)cc1)c1ccccc1F,nt,?,-0.2%,2%,4%,-6,nt,?,nt,4%,-6%
Cc1ccc(S(=O)(=O)Oc2ccc(/C=C(/NC(=O)c3ccccc3)C(=O)NCCCC(=O)O)cc2)cc1,-3%,-2%,-1.4%,10%,-1%,2,4%,?,3%,0%,17%
Cc1ccc(C(=O)C2=C(O)C(=O)N(Cc3cccnc3)C2c2cccc([N+](=O)[O-])c2)o1 (configuration not stated),-1%,-3%,-0.1%,0%,0%,-1,3%,5%,-1%,-1%,4%
Cc1c(NC(=O)c2cccs2)cccc1-c1nc2ccccc2s1,-7%,1%,2.8%,2%,-18%,-3,1%,?,2%[46.1 µM],16µM*,-3%
CNc1nc(N)c([N+](=O)[O-])c(NCc2ccccc2)n1,-1%,?,-0.9%,1%,-3%,16,-7%,?,-4%[46.1 µM],-7%,-2%
Cc1ccc(Cn2ccc(NC(=O)c3cc(-c4cccc(Cl)c4)on3)n2)cc1,-1%,-20%,0.4%,0%,-2%,?,8%,-12%,4%,-3%,7%
